Screening results (PubChem BioAssay)
PI5P4K alpha inh – qHTS for Inhibitors of phosphatidylinositol 5-phosphate 4-kinase (PI5P4K); Phosphatidylinositol 5-phosphate 4-kinase type-2 alpha (Homo sapiens), P48426; PI5P4Kalpha enzyme, ADP-Glo luminescence, 60 min; active compounds read low; AID 652105, 2013; max response, %; 330,000 tested, 1.2% active; active = max response of -50% or lower; inconclusive = between -30% and -50%; inactive = -30% or higher; note: value at the top dose of about 77 µM; % is set by controls: 0 for no effect and ±100 for the full control effect
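ADP-Glo luminescence end-point after a 60 min room-temperature kinase reaction. PI5P4Kalpha and substrate in HEPES pH 7.4 buffer with EGTA, 0.1% CHAPS and 5% DMSO; ATP at 5 microM final.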
aSyn yeast inh – qHTS of alpha-syn Inhibitors. Yeast expressing alpha-synuclein, growth rescue, BacTiter-Glo, 24 h. 370,000 tested, 0.14% active. Potency, µM (highest dose often 46.1 µM), for inactives: top-dose growth rescue (activation), usual class: activators; note: potency is the fitted concentration of half-maximal effect; % of control where 0% means no effect; nearly all actives have a fitted effect of over 65% in size
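Galactose-induced alpha-syn yeast (OD600=0.02, raffinose-pregrown) + pinned cpd, 24 hr, 30 deg C; growth by BacTiter-Glo luminescence. Growth restoration scores as activation.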
FUS suppressor – qHTS for Suppressors of FUS Proteinopathy: Primary screen using FUS-linked yeast assay; S. cerevisiae FUS-expressing, growth rescue, OD600, 24 h; Potency, µM (series often up to 76.6 µM), inactives show at the highest dose growth rescue (activation), most hits filed as activators; 390,000 tested, 0.24% active; AID 1347120, 2019;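 note: potency is the fitted concentration of half-maximal effect; plate controls were DMSO vehicle for no effect and reference control for full effect; nearly all actives have a fitted effect of over 55% in size; some results filed as inactive show a strong effect at the top dose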
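Compound concentration series was pinned onto galactose-induced FUS-expressing yeast seeded at OD 0.005. Plates sat 24hr at 30C; absorbance at 600 nm gave growth. DMSO served as background control.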
EPAC1 antagonist – qHTS for Antagonist of cAMP-regulated guanine nucleotide exchange factor 3 (EPAC1): primary screen. Rap guanine nucleotide exchange factor 3 (Homo sapiens), O95398. 360,000 tested, 0.14% active. EPAC1 GEF assay, Rap1b-BODIPY-GDP exchange fluorescence. Potency, µM (highest dose often 115 µM), for inactives: at the top dose activity change, negative = inhibition, usual class: inhibitors;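 note: potency is the fitted concentration of half-maximal effect; plate controls were vehicle for no effect and positive control for full effect; nearly all actives have a fitted effect of over 50% in size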
IL2 activator – qHTS of IL-2 Activators; IL-2 activation reporter assay, cell-based qHTS; stimulated with anti-CD3/CD4/CD28 beads; in transgenic mouse T cells; activation, % (series mostly up to about 46 µM); 360,000 tested, 0.065% active; in the data active = activation above about 50%; inconclusive = mostly about 30% to 49%; note: 0% is about no effect
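Unstimulated transgenic mouse T cells preincubated 60 min with compound, then stimulated with anti-CD3/anti-CD4-coated beads plus anti-CD28 for 18 h at 37 degrees C. IL-2 response read as EGFP and DsRed fluorescence by plate cytometry.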
Abeta yeast res – qHTS for compounds that reverse cellular toxicity of Amyloid beta (A-beta) peptide in yeast: Primary Screen; Potency, µM (titrated, usually from 46.1 µM), without a hit: at the top dose growth rescue, most hits filed as activators; 410,000 tested, 0.063% active; yeast expressing A-beta42, growth rescue, OD600, 48 h; response scale: 0% DMSO, 100% iron-clioquinol control; note: potency is the fitted concentration of half-maximal effect; nearly all actives have a fitted effect of over 55% in size
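Growth rescue measured by 600 nm absorbance after 48 h yeast culture at 30 C with compound. Values normalized between DMSO and an equimolar ferric chloride plus clioquinol control.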
WRN inhibitor – qHTS for Inhibitors of WRN Helicase. WRN helicase unwinding, fluorescent forked duplex, kinetic. 360,000 tested, 0.46% active. Potency, µM (top dose mostly 114 µM), for the others: top-dose activity change, negative = inhibition, hits mostly inhibitors. Bifunctional 3'-5' exonuclease/ATP-dependent helicase WRN (Homo sapiens), Q14191; note: potency is the fitted concentration of half-maximal effect; % is set by controls: 0 for no effect and ±100 for the full control effect; nearly all actives have a fitted effect of over 55% in size
Target sequence (Q14191 whole entry, looked up): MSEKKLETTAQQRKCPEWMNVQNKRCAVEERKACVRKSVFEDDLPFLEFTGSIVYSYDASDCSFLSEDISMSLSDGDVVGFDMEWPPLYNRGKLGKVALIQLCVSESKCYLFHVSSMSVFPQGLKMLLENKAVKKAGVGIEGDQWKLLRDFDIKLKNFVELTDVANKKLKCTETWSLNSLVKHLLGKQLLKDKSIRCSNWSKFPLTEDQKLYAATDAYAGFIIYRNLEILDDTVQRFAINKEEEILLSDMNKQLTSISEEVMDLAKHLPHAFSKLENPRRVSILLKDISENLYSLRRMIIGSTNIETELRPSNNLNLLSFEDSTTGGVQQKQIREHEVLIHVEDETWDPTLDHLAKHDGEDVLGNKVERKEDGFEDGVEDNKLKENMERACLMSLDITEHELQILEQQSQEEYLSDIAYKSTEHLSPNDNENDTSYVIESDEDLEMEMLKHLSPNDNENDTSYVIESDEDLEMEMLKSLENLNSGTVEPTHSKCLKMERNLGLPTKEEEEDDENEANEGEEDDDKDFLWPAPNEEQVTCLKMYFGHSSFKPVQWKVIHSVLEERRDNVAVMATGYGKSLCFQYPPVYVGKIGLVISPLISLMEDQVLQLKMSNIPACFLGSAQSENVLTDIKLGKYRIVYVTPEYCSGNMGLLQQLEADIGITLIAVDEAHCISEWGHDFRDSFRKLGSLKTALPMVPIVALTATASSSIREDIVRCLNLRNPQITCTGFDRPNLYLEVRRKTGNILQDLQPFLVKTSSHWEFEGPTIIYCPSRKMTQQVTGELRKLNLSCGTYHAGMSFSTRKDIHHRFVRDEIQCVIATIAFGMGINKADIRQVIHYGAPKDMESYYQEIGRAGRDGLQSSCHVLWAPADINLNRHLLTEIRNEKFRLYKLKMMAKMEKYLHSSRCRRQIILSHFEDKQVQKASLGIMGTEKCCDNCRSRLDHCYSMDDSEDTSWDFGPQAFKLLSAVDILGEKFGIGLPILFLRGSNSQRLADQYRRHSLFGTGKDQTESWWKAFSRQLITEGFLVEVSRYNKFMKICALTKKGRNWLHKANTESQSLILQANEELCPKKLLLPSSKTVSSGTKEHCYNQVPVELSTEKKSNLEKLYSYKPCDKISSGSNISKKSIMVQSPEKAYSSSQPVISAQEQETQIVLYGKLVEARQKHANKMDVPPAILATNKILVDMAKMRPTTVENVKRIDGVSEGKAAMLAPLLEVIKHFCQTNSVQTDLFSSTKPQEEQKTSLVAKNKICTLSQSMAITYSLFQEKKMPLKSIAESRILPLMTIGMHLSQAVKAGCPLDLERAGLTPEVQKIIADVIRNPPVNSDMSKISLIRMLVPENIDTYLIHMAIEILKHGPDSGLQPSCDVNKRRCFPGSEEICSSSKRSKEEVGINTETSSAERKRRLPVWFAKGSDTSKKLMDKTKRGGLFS
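Kinetic fluorescence helicase assay: unwinding of a quenched forked DNA duplex (100 nM final) with 2 mM ATP final raises red fluorescence (525/598 nm). Compounds sat 15 min at room temperature with 20 nM WRN beforehand.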
PLK1 PBD block – qHTS for Inhibitors of PLK1-PDB (polo-like kinase 1 - polo-box domain): Primary Screen. Plk1 PBD binding of FITC phosphopeptide, fluorescence polarization. Potency, µM, inactives show max response, negative = inhibition, actives largely listed as inhibitors. 360,000 tested, 2.8% active. AID 720504, 2013; note: potency is the fitted concentration of half-maximal effect; series mostly up to about 57 µM; % is set by controls: 0 for no effect and ±100 for the full control effect; nearly all actives have a fitted effect of over 65% in size
EPAC1 ag – qHTS for Agonist of cAMP-regulated guanine nucleotide exchange factor 3 (EPAC1): primary screen; EPAC1 agonist qHTS, biochemical assay; response scale: 100% = response to 6.5 mM cAMP; 360,000 tested, 0.073% active; Rap guanine nucleotide exchange factor 3 (Homo sapiens), O95398; Potency, µM (doses to about 154 µM), inactives show at the highest dose activation, hits mostly activators; note: potency is the fitted concentration of half-maximal effect; nearly all actives have a fitted effect of over 60% in size
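Multi-concentration qHTS readout: loss of Rap1B-bound BODIPY-GDP fluorescence driven by 100 nM EPAC1 with excess GDP (50 uM), monitored kinetically at room temperature; agonist response expressed relative to 6.5 mM cAMP.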
Starred values were filed as active, the others as inactive; ? = inconclusive; . = not tested or not shown; & = joins results of further samples; [ ] = remark or other dose. Unless noted, calls come from the whole dose curve; as a rule, active = well fitted curve in the direction sought with a large enough effect; inconclusive = small, poorly fitted or top-dose-only effect, or another doubt; inactive = no such curve, though single readings can be large; an effect the other way counts as inactive or inconclusive.

Below each SMILES: PI5P4K alpha inh, aSyn yeast inh, FUS suppressor, EPAC1 antagonist, IL2 activator, Abeta yeast res, WRN inhibitor, PLK1 PBD block, EPAC1 ag
> CCOc1ccc(-n2c(O)cc(=O)[nH]c2=O)cc1
  -12, -3%, -10%, -1%, 0.4, 6%, -2%, -21%, 12%
> CCCCNC(=O)c1onc(CSc2ccccc2)c1C(=O)NCCCC
  1, 8%, 24%, -20%, -0.4, 7%, -6%, 0%, -4%
> C=CCc1ccc(OCCCN2CCCC(C)C2)c(OC)c1 (stereo not drawn)
  ., 3%, 9%, 1%, -1.6, -1%, 8%, -3%, 1%
> COc1cccc(/C=N/c2nc3ccccc3[nH]2)c1O
  -1, -2%, -15%, -10%, -0.8, -29%, 2%, -22%, 0%
> COc1cc(OC)cc(C(=O)NC(=S)Nc2nnn(C)n2)c1
  -27, -17%, 15%, -1%, -4.3, 17%, -3%, ?, 7%
> COc1ccc(Nc2c3ccccc3nc3ccccc23)cc1
  4, -6%, 11%, -5%, -4.1, -2%, ?, -17%, -4%
> O=C(CSc1ncnc2c1cnn2Cc1ccccc1)Nc1ccc2c(c1)OCCO2
  8, -2%, 42%, 6%, 0.0, -11%, -3%, -5%, -5%
> CCN(C(=O)COC(=O)C1CCN(S(=O)(=O)c2ccc(C)c(C)c2)CC1)C1CCCCC1
  -1, 2%, ?, -24%, 0.4, 8%, -3%, -4%, 12%
> O=C(OC1CCCCC1=O)c1cc(Cl)ccc1[N+](=O)[O-] (stereo not drawn)
  -13, 21%, 23%, 3%, -0.1, -27%, -11%, -11%, -3%
> COc1ccc2c(CC(=O)Nc3ccc(OC)c(S(=O)(=O)N4CCOCC4)c3)coc2c1
  0, 2%, ., -21%, -0.5, 19%, -7%, -5%, -3%
> CCOc1ccccc1NC(=O)Cc1c(F)cccc1Cl
  -4, -8%, ., 3%, 0.6, 3%, -6%, -6%, 1%
> COc1cccc(C2C(C#N)=C(N)Oc3c2oc(CO)cc3=O)c1 (stereo not drawn)
  -10, -9%, 3%, 3%, 0.0, -2%, 2%, -2%, -1%
> O=C(NCC(=O)N1CCN(c2ccccc2O)CC1)c1ccco1
  -2, 5%, 28%, -12%, -0.1, 5%, -19%, -7%, 5%
> CC1CCc2c(sc(NC(=O)CCC(=O)O)c2C(=O)NC2CC2)C1 (stereo not drawn)
  -26, -3%, 0%, -1%, -2.4, -10%, 2%, 5.3µM*, -3%
> CC(=O)Nc1ccc(S(=O)(=O)Nc2nc3ccccc3nc2N2CCCC2)cc1
  1, -6%, ?, 12%, -0.9, 11%, -24%[57.1 µM], -6%, -11%
> O=C(CNC(=O)c1ccccc1)Nc1ccsc1C(=O)O
  -3, 1%, 3%, 2%, -0.2, -9%, -13%, -10%, 5%
> Cc1oc(S(=O)(=O)N(C)C)cc1C(=O)Nc1ccc(F)cc1
  -1, 1%, -20%, -5%, -0.1, 17%, -2%, 7%, 12%
> Cc1ccsc1/C=C1\SC(N2CCOCC2)=NC1=O
  -4, -7%, -1%, -7%, 0.4, -15%, -2%, -7%, -11%
> C=CCNc1nnc(Cc2ccc(C(C)C)cc2)c(=O)[nH]1
  0, -1%, 25%, -4%, -2.0, -5%, 13%, -17%, 1%
> O=C(NC12CC3CC(CC(C3)C1)C2)c1c(Cl)cccc1Cl
  0, 4%, -26%, -4%, -2.1, 2%, 4%, -3%, -1%
> CCCCCn1c(N)c(-c2nc3ccccc3o2)c2c([N+](=O)[O-])nn(CC)c(=O)c21
  -1, -12%, ., -9%, -0.5, 15%, ?, -13%, -4%
> COc1ccc(CN(C)CC(=O)Nc2ccccc2C(=O)NC2CC2)cc1OC
  -6, -2%, ., 8%, -0.4, 4%, -1%, 0%, -4%
> CCOC(=O)CSc1ccc(S(=O)(=O)N(C)C2CCCCC2)cc1[N+](=O)[O-]
  ., -1%, 10%, -7%, 1.1, -6%, -9%, -8%, 15%
> COc1cc(OC)nc(C(NC(=O)C2CCN(Cc3ccc(Oc4ccccc4)cc3)CC2)c2ccc(F)cc2)n1 (stereo not drawn)
  6, -21%, 16%, 13%, 0.1, -10%, 7%, 1%, -11%
> O=C(Nc1ccccc1[N+](=O)[O-])C1(c2ccccc2)CCOCC1
  0, 7%, 6%, 17%, 1.0, 21%, -4%, 3%, -5%
> CC(=O)c1csc(CS(=O)(=O)c2ccccn2)n1
  3, 2%, 7%, -3%, 0.3, 2%, 6%, -18%, -3%
> CC(OC(=O)CCNS(=O)(=O)c1cccs1)C(=O)Nc1ccc(S(N)(=O)=O)cc1 (stereo not drawn)
  0, 4%[1.84 µM], 18%, 19%, 0.8, -5%, 11%, 0%, -6%
> CN1[C@@H](CC(=O)c2ccccc2)CCC[C@H]1C[C@H](O)c1ccccc1
  0, 1%&-5%&14%, -38%, 12%, -0.4, -21%, 5%, -16%, -17%
> O=S(=O)(NC1C2CC3CC(C2)CC1C3)c1ccccc1 (stereo not drawn)
  -7, ?, 9%, -22%, 4.0, -29%, -4%, -1%, 2%
> O=C(Nc1ccccc1)c1cccc(S(=O)(=O)Oc2ccc([N+](=O)[O-])cc2)c1
  9, 2%, -7%, -2%, -0.5, 23%, -10%, 0%, 3%
> Cc1ccc(C)c(N2CCN(C(=O)c3ccc(Cn4c(=O)[nH]c5ccccc5c4=O)cc3)CC2)c1
  0, 22%, ?, -19%, -0.3, 6%, -5%, -5%, 10%
> CCn1c(=O)c2sccc2n2c(CCCC(=O)NCc3cccnc3)nnc12
  4, -7%, -7%, 1%, -0.3, 3%, 4%, 1%, 3%
> Cc1nn(-c2ccccc2)c(C)c1C(=O)OCC(=O)Nc1ccc(C(N)=O)cc1
  -5, 0%, 0%, -16%, -1.9, 2%, -8%, 12%, 6%
> Cc1ccc(NC2Nc3cc(C)nn3S2)c(C)c1 (stereo not drawn)
  -1, -11%, 1%, -1%, 2.6, 3%, -1%, ?, 10%
> CCOc1ccc(C(C)NC(=S)NCc2ccc(Cl)cc2)cc1 (stereo not drawn)
  -8, 3%, -46%, -9%, -0.5, ?, -3%, 7%, 0%
> O=C(NCCCN1CCOCC1)/C(=C/c1ccc(-c2cccc([N+](=O)[O-])c2)o1)NC(=O)c1ccccc1
  1, 5%, 11%, 4%, 0.2, -5%, 7%, 2%, -16%
> Cc1cccnc1C1=NOC(Cc2ccccc2)C(=O)N1Cc1ccccc1F (stereo not drawn)
  1, 2%, 18%, -13%, 1.7, 6%, 1%[57.1 µM], 2%, 5%
> O=C(CN1CCCCCC1)Nc1ccc([N+](=O)[O-])cc1Br
  6, 0%, 14%, -24%, -0.3, 11%, 1%, -11%, 9%
> Cc1c(/C=N/NC(N)=O)c2ccccn2c1C(=O)c1ccncc1
  6, 6%, -16%, -2%, -2.2, 10%, -21%, -1%, 2%
> Cc1ccc(Nc2nc(CSc3nnc(-c4ccncc4)n3-c3ccccc3C)cs2)cc1
  5, 13%, ., -9%, -2.8, -4%, -15%, 6%, -9%
> CN1CCN(S(=O)(=O)c2ccc(Oc3ccc(Br)cc3F)nc2)CC1
  1, 0%, 10%, -28%, -4.0, -7%, 9%, -16%, 9%
> COc1ccccc1N1CCN(C(=O)C2CC2)CC1
  -1, -1%, -14%, -18%, -1.1, 7%, -2%, -9%, -3%
> Cc1ccc(C)c(S(=O)(=O)N2CCN(C(=O)Cn3cnc4c3c(=O)n(C)c(=O)n4C)CC2)c1
  3, -6%, -6%, 4%, -1.2, 8%, 3%, -7%, 4%
> Cc1ccc(Nc2nc3ccccc3o2)cc1F
  ?, -31%[inhibitor], -34%, 6%, -3.8, -11%, ?, 3µM*, -5%
> Cc1csc(NC(=O)/C=C/c2ccc3c(c2)OCO3)n1
  5, -3%, ., 9%, 0.3, -11%, -1%, -12%, -3%
> Cc1ccc(C(=O)Nc2c(C(=O)NCc3ccco3)cnn2-c2ccccc2)cc1
  ., 10%, 9%, 6%, 1.8, -9%, -1%[57.1 µM], -7%, 0%
> O=c1oc2ccccc2c(O)c1Sc1c(O)c2ccccc2oc1=O
  -22, -75%[inhibitor], 33%, -26%, -0.4, -68%[inhibitor], -32%, -10%, -9%
> CCCCOC(=O)Nc1nnc(CC)s1
  ., 1%, -25%, 8%, -4.1, 2%, -5%[57.1 µM], -7%, 7%
> CC(=O)Nc1cnc(-c2ccc(O)cc2C)cn1
  -3, -7%, -20%, -6%, -0.2, -11%, -3%, -3%, 14%
> CC(C)[C@H](NC(=O)N1CC(=O)Nc2ccccc21)C(=O)N[C@H](C(=O)O)c1ccccc1
  1, 1%, 10%, -4%, -0.9, -1%, 8%, ?, 0%
> COC(=O)c1sc(SC)nc1N
  -15, 1%, -12%, 4%, -1.3, -8%, -8%, -4%, 5%
> Cn1c(=O)[nH]c2sc3c(c2c1=O)CC(C)(C)OC3
  -7, 0%, -3%, 10%, 1.6, -12%, -3%, 3%, -5%
> O=C(CNCc1ccc(Cl)cc1)Nc1cccc(C(=O)O)c1
  0, -3%, 18%, -21%, 0.7, -9%, -5%, -8%, -9%
> Cc1ccc(C)c(N2CCN(S(=O)(=O)c3cccc4cccnc34)CC2)c1
  3, 14%, 19%, 2%, -0.4, 10%, 4%[57.1 µM], -3%, -2%
> CC(C)CCn1c(SCc2ccc(Cl)cc2)nc2c1c(=O)[nH]c(=O)n2C
  ., -17%, -1%, 4%, 0.3, 4%, -3%, 27µM*, 2%
> COc1ccc(S(=O)(=O)Nc2cc3c4c(c2)CCN4C(=O)CC3)cc1OC
  -4, -1%, 12%, -4%, -0.6, 1%, -5%, -6%, 28%
